Screening data from PubChem BioAssay.
CSM14.1 death rescue – protection against thapsigargin-triggered cell killing – 384-well, CSM14.1, ATP luminescence, primary screen (AID 1222); CSM14.1 thapsigargin-induced death rescue, ATP luminescence; higher % means a stronger effect; cellular ATP content (survival), % at 20 µM; hits with a dose series show EC50 in µM; 190,000 tested, under 10 active;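 active = EC50 below 50 µM in the dose-response confirmation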;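 also: death triggered by thapsigargin at about 15 µM added after 2 h compound pretreatment; cell ATP read after overnight thapsigargin exposure of roughly 18 to 22 hours; normalized against plate controls of thapsigargin alone and 5% DMSO vehicle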
TNAP activators – human TNAP enzyme activators, primary screen, biochemical, luminescent, no phosphate acceptor, uHTS (AID 1001); purified TNAP, luminescent activation assay, no phosphate acceptor; higher activation fold means a stronger effect; one-dose activation fold at 20 µM; EC50 in µM for titrated hits; 200,000 tested, 0.03% active; in the data active = activation fold from about 3, or a potency from the dose series; inactive = the rest, 99 in 100 with activation fold below about 1.6; also: many of its hits are not listed in these tables
PhoP inhibition – PhoP-dependent GFP reporter repression – Salmonella Typhimurium, primary screen (AID 1863). S. Typhimurium PhoP-regulated promoter GFP reporter, 4 h; higher % means a stronger effect. one-dose inhibition, % at 50 µM; IC50 in µM for titrated hits. 300,000 tested, 0.16% active;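 active = inhibition over 29.93%, a cutoff 3 SD above the screen mean, later confirmed by dose response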;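 also: 0% = low Mg2+ inducing control and 100% = high Mg2+ repressing control; strong numbers were not always called active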
West Nile antiviral – inhibition of WNV-induced cytopathic effect – cell-based, CPE readout (AID 1621); West Nile virus-infected cells, CPE inhibition; higher % means a stronger effect; CPE inhibition, % at 10 µM, or IC50 in µM where a hit was titrated; 290,000 tested, 0.02% active; in the data active = a potency from the dose series; also: strong numbers were not always called active
Large T inhibition – TAg ATPase/helicase activity blockers – biochemical (AID 1903) | 310,000 tested, 0.39% active | SV40 large T antigen ATPase/helicase inhibition assay; higher % means a stronger effect | inhibition, % at 20 µM, or IC50 in µM where a hit was titrated; in the data active = a potency from the dose series; also: strong numbers were not always called active
Ins promoter up – MIN6 insulin promoter up-regulation. MIN6 insulin promoter-GFP reporter, high-content imaging; active compounds read high. z-score at 5 µM. 190,000 tested, 0.3% active;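 active = z-score above 3 at 5 µM with at least 500 cells counted in the well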
RSV CPE inhibition – inhibition of RSV-induced cytopathic effect – HEp-2 cells, primary 10 µM value included (AID 2391). 310,000 tested, 0.13% active. CPE inhibition, % at 10 µM; hits with a dose series show IC50 in µM. HEp-2 cells, RSV-induced CPE inhibition; higher % means a stronger effect; in the data active = a potency from the dose series; also: strong numbers were not always called active
human PMI inhibition – MPI enzyme activity inhibition – biochemical, fluorescence intensity, coupled assay, primary screen (AID 1209); purified PMI enzyme, coupled fluorescence intensity; higher % means a stronger effect; inhibition, % at 20 µM; hits with a dose series show IC50 in µM; 190,000 tested, 0.42% active;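 also: plate controls were DMSO vehicle for no effect and wells lacking substrate for full effect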
human PMI inhibitors – human PMI inhibitors, high substrate, primary screen, biochemical, fluorescence intensity, high mannose 6-phosphate (AID 1220); recombinant PMI enzyme, coupled fluorescence intensity; higher % means a stronger effect; inhibition, % at 20 µM, or IC50 in µM where a hit was titrated; 190,000 tested, 0.66% active
Ins promoter up cell count – further read-out of Ins promoter up, marked with its call; cell count; measured here: cytotoxicity, nuclei count;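 total cells summed across four imaged fields per well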
Active calls of the source: *; · = not tested or not shown. Rule as the data show it, unless noted: active = inhibition above about 50%; inactive = the rest.

SMILES	CSM14.1 death rescue	TNAP activators	PhoP inhibition	West Nile antiviral	Large T inhibition	Ins promoter up	Ins promoter up cell count	RSV CPE inhibition	human PMI inhibition	human PMI inhibitors
COc1cc(C)c(S(=O)(=O)n2ccc(C)n2)cc1C	2.0%	1	-13.4%	-0.6%	6.5%	0.48	944	7.5%	-9.5%	-4.7%
O=C(O)CSCC(=O)N1CCCCC1	-1.3%	1	-1.1%	0.5%	4.1%	·	·	2.0%	13.8%	10.1%
CCOc1ccc(C)cc1S(=O)(=O)n1ccc(C)n1	0.0%	1.1	0.9%	-0.5%	4.1%	-0.63	1396	1.7%	4.7%	5.8%
CCN(CC)C(=O)COn1c(SCC(=O)N(CC)CC)nc2ccccc2c1=O	-0.5%	1.1	-1.1%	0.9%	7.7%	0.53	1268	0.2%	7.7%	6.9%
CCNC(=S)NCc1ccc2c(c1)OCO2	2.0%	1.1	-6.0%	0.5%	9.6%	0.33	1385	1.3%	7.0%	12.5%
CC(=O)N(Cc1ccccc1C)c1cccc(C)c1C	-0.2%	1.1	-2.6%	-0.4%	4.8%	-0.28	1606	-0.5%	-3.7%	-3.0%
CCc1ccc(CNC(=O)c2nn(C)c3c2CS(=O)(=O)c2ccccc2-3)cc1	·	·	3.5%	-0.3%	18.4%	·	·	14.8%	·	·
CCOc1ccc(C(=O)N2CCCC(c3nc(-c4ccc(C)o4)no3)C2)cc1 (centres undefined)	·	·	1.5%	-1.7%	7.3%	·	·	4.5%	·	·
CC(C)(C)c1ccc(C(=O)NC(=S)NNC(=O)c2cccs2)cc1	-3.9%	1.2	1.1%	-0.6%	16.0%	-1.13	979	-1.4%	-16.6%	-25.8%
Cc1cc(C)c(NC(=O)CSc2nnc(SCC(=O)Nc3c(C)cc(C)cc3C)n2N)c(C)c1	2.2%	1.1	-3.8%	0.1%	-0.9%	1.09	768	0.6%	17.9%	9.6%
CC(NS(=O)(=O)c1ccccc1)C(N)=O (centres undefined)	-0.3%	1.1	-4.6%	-0.4%	10.0%	0.1	1243	-1.1%	16.5%	13.3%
CC(=O)N1CCc2cc(S(=O)(=O)NC(Cc3ccccc3)C(=O)O)ccc21 (centres undefined)	·	·	1.6%	0.3%	0.8%	·	·	0.7%	·	·
O=C(NC(=S)N1CCN(c2nc(-c3ccccc3)cs2)CC1)c1cccnc1	-0.7%	1.2	-8.6%	-0.2%	6.4%	-0.52	1178	0.5%	2.1%	3.3%
COc1ccc(N=c2scc(C)n2CCCN2CCCC2=O)cc1	3.2%	1	0.0%	-1.3%	45.3%	-0.96	1224	2.3%	9.9%	16.6%
Cc1cc(C)nc(OC(C(=O)O)C(OCc2ccccc2)(c2ccccc2)c2ccccc2)n1 (centres undefined)	·	·	-1.6%	0.3%	7.2%	·	·	3.1%	·	·
Cc1cc(C)nc(NC(=O)C2c3ccccc3Oc3ccccc32)n1	-0.7%	1.1	-1.3%	-0.4%	24.1%	0	1510	0.0%	2.6%	2.1%
Cc1cccc(-n2c(O)c(C=Nc3ccc(O)cc3)c3ccccc3c2=O)n1	-2.7%	0.9	6.1%	-0.9%	7.67µM*	-0.35	1228	1.7%	11.1%	12.3%
CC(C)C[C@@H](CSc1ccccc1)N1CCN(CC(C)C)CCC1=O	·	·	-9.1%	-1.1%	8.3%	·	·	-0.8%	·	·
CCOc1ccc(-n2c(CCc3ccccc3)n[nH]c2=S)cc1	0.1%	1.2	2.4%	-0.7%	16.1%	-0.41	1611	0.0%	14.2%	15.0%
NC(=O)c1ccccc1NS(=O)(=O)c1ccc2c(c1)OCCO2	0.0%	1.1	0.9%	0.4%	1.5%	-0.89	798	-0.4%	-4.4%	-8.2%
CCOc1cc(C(=O)N/N=C/c2ccoc2)cc(OCC)c1OCC	·	·	-1.9%	-0.5%	15.8%	·	·	0.2%	·	·
C(=N\n1cnnc1)/c1cccc(OCCOc2ccccc2)c1	-2.7%	1.1	2.1%	-0.1%	3.4%	-0.94	1302	10.5%	7.7%	-5.6%
COc1cccc(C(=O)NC(=S)Nc2cccnc2)c1	-1.7%	1	8.3%	0.5%	17.1%	-0.64	1616	0.8%	2.7%	-11.6%
COc1nc(NC(C)C)nc(N(C#N)CN2C(=O)c3ccccc3S2(=O)=O)n1	·	·	10.7%	0.1%	13.6%	·	·	-0.7%	·	·
O=C(CN1C(=O)c2ccccc2S1(=O)=O)NCc1ccccn1	-2.1%	1	10.3%	-0.3%	-6.2%	0.41	1222	0.4%	7.9%	0.9%

(next part)
SMILES	CSM14.1 death rescue	TNAP activators	PhoP inhibition	West Nile antiviral	Large T inhibition	Ins promoter up	Ins promoter up cell count	RSV CPE inhibition	human PMI inhibition	human PMI inhibitors
COc1ccc(C2=NN(c3ccccc3)C(c3cccs3)C2)cc1 (centres undefined)	-2.6%	1.2	-3.3%	0.5%	24.6%	-0.56	1331	-0.4%	-0.8%	2.2%
O=[N+]([O-])c1ccc(N2CCN(C(=S)NCc3ccc(Cl)cc3)CC2)cc1	3.1%	0.9	-5.3%	-0.5%	3.4%	-3.78	1046	1.5%	1.1%	11.0%
Cc1ccc(OC/C(=N\O)C(C)(C)C)c([N+](=O)[O-])c1	-0.9%	1	5.2%	-0.3%	4.2%	-0.52	1334	7.3%	12.5%	15.4%
O=C1N=C(N2CCCCC2)S/C1=C\c1ccccc1F	·	·	-3.2%	-1.2%	8.8%	·	·	1.8%	·	·
CCCC1OC2CC3C4CCC5=CC(=O)C=CC5(C)C4C(O)CC3(C)C2(C(=O)O)O1 (centres undefined)	·	·	-2.2%	-0.6%	14.1%	·	·	-1.0%	·	·
O=C(O)CC(=O)Nc1cc(Cl)ccc1O	-2.6%	1.1	2.3%	-0.4%	22.2%	·	·	-1.1%	-2.9%	-3.7%
CC1(C)Cc2c(C#N)c(NCC3CCCO3)nc(-c3ccco3)c2CO1 (centres undefined)	1.2%	1.1	1.0%	0.2%	18.2%	-1.69	1382	0.2%	5.1%	-7.9%
CCOc1cc(NC(=S)NCC2CCCO2)c(OCC)cc1NC(=O)c1cccc(C)c1 (centres undefined)	-1.7%	1	6.0%	-1.0%	4.5%	-0.16	1622	-0.2%	3.3%	17.0%
COc1ccc(C(=O)NCC(=O)OCC(=O)N2CC(C)CC(C)C2)cc1 (centres undefined)	-0.8%	1.2	3.7%	0.2%	23.6%	0.67	916	1.9%	8.6%	3.4%
O=C(NCc1ccco1)C1CCC(N2C(=O)C3C4CCC(C4)C3C2=O)CC1 (centres undefined)	-0.1%	1.1	5.9%	-1.4%	7.6%	·	·	-0.3%	2.6%	5.3%
O=C(CNC(=O)c1cccnc1)N=Nc1c(O)[nH]c2c(Br)cc(Br)cc12	·	·	5.7%	0.0%	8.0%	·	·	16.9%	·	·
Cc1ccc(-c2nnc(N3CC(C)OC(C)C3)c3ccccc23)cc1 (centres undefined)	-1.5%	1.1	-6.3%	-1.7%	16.7%	0.06	1245	1.8%	-12.2%	-7.7%
NC(=O)CC(NC(=O)c1ccccc1)c1ccc(NCc2ccccc2)c([N+](=O)[O-])c1 (centres undefined)	·	·	-0.4%	-0.7%	13.7%	0.6	916	0.2%	·	·
O=C(CCS(=O)(=O)c1ccc(Br)s1)NC1CCCC1	-1.2%	1.1	3.4%	0.0%	8.1%	·	·	1.1%	-5.5%	-6.6%
COC(=O)[C@@]1(C)CC[C@]2(C)CC[C@@]3(C)C(=CC(=O)C4[C@@]5(C)CC[C@H](O)C(C)(C)[C@@H]5CC[C@]43C)[C@H]2C1 (some centres undefined)	·	·	-1.2%	-0.2%	2.2%	0.34	1055	6.7%	·	·
Cc1cccc(C)c1Nc1nnc(SCC(=O)NC2CCS(=O)(=O)C2)s1 (centres undefined)	-0.6%	1.1	7.5%	-0.1%	4.5%	0.29	1303	2.1%	1.7%	4.3%
Cc1ccsc1C1C2=C(CC(C)(C)CC2=O)Nc2ncnn21 (centres undefined)	-0.9%	1.2	3.2%	-0.1%	2.3%	0.6	907	0.2%	8.8%	5.6%
CCc1ccccc1NC(=S)N(CCOC)C(C)c1ccco1 (centres undefined)	·	·	4.2%	-0.5%	21.5%	0.38	941	1.4%	·	·
Cc1ccc(S(=O)(=O)NN2C(=O)c3ccccc3NC2c2ccccc2)cc1 (centres undefined)	-8.9%	1.1	-12.8%	-1.0%	0.0%	0.14	1311	-0.8%	5.3%	2.7%
COC(CN(C(=O)CCl)C(C(=O)NC1CCCCC1)c1ccc(C)cc1)OC (centres undefined)	0.4%	1.1	2.8%	-1.0%	6.1%	1.87	1344	3.3%	-7.5%	-7.2%
CCc1nc(N(CC)CC)c2oc3ccccc3c2n1	·	·	3.6%	-0.2%	-1.1%	·	·	4.1%	·	·
CCc1ccc(CCC(=O)Nc2ccc(Cl)cc2)o1	·	·	0.5%	0.6%	0.5%	·	·	13.2%	·	·
CCN1C(=C(C#N)C#N)C=Cc2ccccc21	·	1.1	-6.4%	-0.9%	7.2%	-0.08	1339	11.6%	-3.3%	-0.1%
Cc1sc(/N=C/c2ccccc2O)c(C#N)c1C	2.1%	1.1	12.4%	·	12.3%	0.03	911	3.3%	0.9%	-8.4%
CCCCn1c(-c2ccccc2)cnc1SCC(=O)NCCc1ccc(OC)c(OC)c1	-1.5%	1.1	-0.9%	-0.8%	4.9%	0.55	1810	13.1%	2.5%	1.8%

Complete entries as entered above. Order of values: CSM14.1 death rescue, TNAP activators, PhoP inhibition, West Nile antiviral, Large T inhibition, Ins promoter up, Ins promoter up cell count, RSV CPE inhibition, human PMI inhibition, human PMI inhibitors
`CCCCn1c(-c2ccccc2)cnc1SCC(=O)NCCc1ccc(OC)c(OC)c1` in the list: -1.5%, 1.1, -0.9%, -0.8%, 4.9%, 0.55, 1810, 13.1%, 2.5%, 1.8%
`CCc1ccccc1NC(=S)N(CCOC)C(C)c1ccco1` (centres undefined) in the list: ·, ·, 4.2%, -0.5%, 21.5%, 0.38, 941, 1.4%, ·, ·

Next part
SMILES	CSM14.1 death rescue	TNAP activators	PhoP inhibition	West Nile antiviral	Large T inhibition	Ins promoter up	Ins promoter up cell count	RSV CPE inhibition	human PMI inhibition	human PMI inhibitors
CCCc1nnc(NC(=O)CCN2C(=O)c3ccccc3C2=O)s1	2.1%	1	3.6%	-0.4%	1.2%	-0.44	1217	0.8%	0.5%	-5.2%
Cn1nnnc1SCCNCc1ccc(Cl)cc1	-3.5%	1.1	19.6%	0.6%	-5.1%	0.41	874	0.0%	10.1%	3.8%
COc1cccc(-c2nc(COc3ccc(Cl)cc3Cl)no2)c1	·	·	-1.1%	0.7%	5.0%	-0.46	1402	·	·	·
CCOC(=O)c1ccc(NC(=S)NN)cc1	-0.3%	1.3	-4.4%	1.0%	20.8%	-0.26	1223	0.9%	-11.5%	-16.1%
COc1ccc(Nc2nc(N)nc(CSc3nccn3C)n2)cc1	-2.1%	1	-8.1%	-0.2%	24.8%	-0.04	1641	0.9%	-20.7%	-11.8%
COc1cc2oc3cc(C#Cc4ccc(N)cc4)ccc3c(=O)c2cc1OC	·	·	4.2%	1.1%	3.3%	·	·	3.6%	·	·
CC12CC(NC(=O)N1c1cccc(C(=O)N3CCN(c4ccccc4F)CC3)c1)c1ccccc1O2 (centres undefined)	3.8%	1.1	-4.1%	-0.5%	17.6%	-0.6	1026	1.4%	2.9%	-3.6%
CC1(C)CC2c3cccc(C(=O)O)c3C(=O)N2c2c1ccc1ccccc21 (centres undefined)	-0.6%	1	2.3%	0.1%	11.6%	0.59	1334	0.7%	-7.6%	-7.7%
O=C(NCc1ccc(OC(F)(F)F)cc1)C1CC2Cn3c(nc4ccccc43)C2N1Cc1ccccc1 (centres undefined)	·	·	4.2%	-0.2%	17.3%	·	·	4.7%	·	·
